BoNT-F LC inh: blocks Botulinum neurotoxin F light chain protease. Multiplex microsphere protease cleavage assay, flow cytometry. inhibition, % at 10 µM. 360,000 tested, 0.22% active. AID 588497; in the data active = inhibition above about 35%, passing the limit was not always enough; inconclusive = no clear call, values can overlap the other calls; note: plate controls were buffer without enzyme for full effect and enzyme alone for no effect
MazF activator: activators of E. coli MazEF toxin-antitoxin RNase. P0AE70. FAM/BHQ RNA-DNA oligo cleavage fluorescence, 5 h. activation, % at 20 µM. 350,000 tested, 0.32% active; in the data active = activation above about 50%
Target sequence (P0AE70 whole entry, looked up): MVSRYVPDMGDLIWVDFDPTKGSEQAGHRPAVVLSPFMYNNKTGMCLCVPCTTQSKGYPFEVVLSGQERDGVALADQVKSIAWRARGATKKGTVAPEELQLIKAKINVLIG
FadD28 binding: blocks FadD28 binding to the bisubstrate probe; fluorescence polarization; inhibition, % at 12.5 µM; 360,000 tested, 0.22% active; AID 588549; in the data active = inhibition above about 8.5%, passing the limit was not always enough; inconclusive = no clear call, values can overlap the other calls
GDH-TPI inh: GDH-TPI coupled enzyme inhibition counter-screen; inhibition, % at 4.8 µM; GDH-TPI coupled enzyme counterscreen, NADH absorbance; 360,000 tested, 1.2% active;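 note: 0% = DMSO wells and 100% = wells lacking the enzyme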
Rv3671c protease: inhibitors of M. tuberculosis serine protease Rv3671c. inhibition, % at 5.96 µM. 320,000 tested, 0.048% active. P9WHR9; in the data active = inhibition above about 38%;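 note: extracellular domain of Rv3671c used as enzyme; 0% = enzyme with DMSO and 100% = no enzyme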
VHR inh abs: DUSP3 (human) phosphatase inhibition. 290,000 tested, 0.52% active. inhibition, % at 13.3 µM. P51452. recombinant VHR phosphatase, pNPP absorbance. AID 1654; in the data active = inhibition above about 50%; note: some compounds called inactive have numbers as strong as hits
Target sequence (P51452 whole entry, looked up): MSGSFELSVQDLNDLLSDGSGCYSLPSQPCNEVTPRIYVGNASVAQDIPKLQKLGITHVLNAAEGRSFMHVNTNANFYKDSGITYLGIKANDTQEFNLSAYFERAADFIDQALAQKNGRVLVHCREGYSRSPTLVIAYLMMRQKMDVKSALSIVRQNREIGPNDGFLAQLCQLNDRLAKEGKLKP
UGM FP inh: inhibitors of M. tuberculosis UDP-galactopyranose mutase | P9WIQ1 | 320,000 tested, 0.06% active | purified UGM, fluorescence polarization probe displacement | inhibition, % at 10 µM; in the data active = inhibition above about 10%, passing the limit was not always enough; inconclusive = no clear call, values can overlap the other calls
Target sequence (P9WIQ1 whole entry, looked up): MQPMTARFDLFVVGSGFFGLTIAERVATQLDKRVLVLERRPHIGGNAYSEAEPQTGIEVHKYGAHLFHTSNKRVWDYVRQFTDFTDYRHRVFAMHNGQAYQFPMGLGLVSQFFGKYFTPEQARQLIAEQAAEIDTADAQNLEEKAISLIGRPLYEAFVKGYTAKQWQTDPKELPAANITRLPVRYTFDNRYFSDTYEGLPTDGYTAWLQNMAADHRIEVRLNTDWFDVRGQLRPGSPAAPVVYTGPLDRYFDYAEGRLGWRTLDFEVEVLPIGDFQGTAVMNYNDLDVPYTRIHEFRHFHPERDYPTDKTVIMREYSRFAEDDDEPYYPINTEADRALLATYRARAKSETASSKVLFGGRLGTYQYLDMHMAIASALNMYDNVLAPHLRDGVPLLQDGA
BioA inh: blocks M. tuberculosis BioA enzyme activity. purified M. tuberculosis BioA enzyme, plate reader. inhibition, % at 9.99 µM. 360,000 tested, 0.096% active. AID 602481; in the data active = inhibition above about 40%; inconclusive = no clear call, values can overlap the other calls
CCHFV vOTU inh: blocks the CCHF virus ovarian tumor domain protease. CCHFV vOTU protease, Pep-AMC fluorescence. inhibition, % at 11.5 µM. 370,000 tested, 0.55% active. AID 651958; note: 0% = vehicle wells with enzyme and 100% = no enzyme wells
FBA Mtb inh: inhibits M. tuberculosis FBA enzyme; P9WQA3; purified M. tuberculosis FBA, fluorescence read-out; inhibition, % at 1 µM; 360,000 tested, 2.3% active; in the data active = inhibition above about 27%;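 note: 0% = vehicle and 100% = reference inhibitor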
* marks the source's active call; other numbers are inactive results; ? = inconclusive; / = no result given. Cut-off read from the data, not from the text of the source, unless noted: active = inhibition above about 30%; inactive = the rest. Rows are unselected, and some 4.9% of all compounds hit somewhere here.

SMILES	BoNT-F LC inh	MazF activator	FadD28 binding	GDH-TPI inh	Rv3671c protease	VHR inh abs	UGM FP inh	BioA inh	CCHFV vOTU inh	FBA Mtb inh
CC(C)(C)OC(=O)N1CCCN(C(=O)Nc2ccccc2)CC1	/	9	-1.4	4	1	24	-3.7	-0.6	-11	1
COc1cc(C(=O)Nc2cccc(C)c2C)ccc1OCC(=O)N1CCOCC1	-4	6	-2.4	-1	-2	/	-0.5	-1.7	7	-2
Cc1ccc(CNC(=O)COC(=O)c2nc(-c3ccccc3)oc2C)cc1	2	4	-1.1	15	-8	/	0.7	-2.1	6	3
Cc1ccccc1Cn1c(C)cc(C)c(C#N)c1=O	-3	-2	-4.6	7	2	45	-0.6	/	-2	1
O=[N+]([O-])c1ccc(Cl)c(S(=O)(=O)NCC2CCCO2)c1 (stereo not given)	-9	0	-1.1	-8	-2	-4	-0.3	-0.4	15	0
COc1ccc(C(=O)Nc2cnc3sc(C)nn3c2=O)cc1	1	1	1.1	-2	4	3	0.4	-0.8	5	0
O=C(Nc1ccc(Cl)cc1)OCc1ccccn1	0	10	0.1	3	-13	18	1.0	0.3	-8	1
CC(NC(=O)Cn1c(=O)oc2cc(S(=O)(=O)N3CCCC3)ccc21)c1ccccc1 (stereo not given)	3	-5	-4.0	-11	0	5	/	0.5	0	2
Cc1cc(C(F)(F)F)nn1CC(=O)Nc1ccc2c(c1)OCO2	-7	-3	-1.4	0	0	14	2.0	-1.2	-66	1
CC(=O)N1c2ccc(S(=O)(=O)NCCC(=O)Nc3ccc(C)cn3)cc2CC1C (stereo not given)	5	1	0.8	1	-6	14	-2.1	4.1	4	-1
COCC(=O)Nc1ccc(N2CCN(c3ccccc3)CC2)c(F)c1	-10	-2	-0.6	5	-10	14	-2.3	-0.3	14	0
CC(Sc1nnc(Cc2ccccc2)o1)C(=O)NC1(C#N)CCCCC1 (stereo not given)	-10	4	-3.2	-11	6	/	0.0	-1.9	2	1
Nc1sc2c([n+]1CCCS(=O)(=O)[O-])CCCC2	-2	3	-0.4	9	-2	36	6.7	/	-2	1
O=C(OCC(=O)N1CCCC1=O)C1CCN(S(=O)(=O)c2c(Cl)cccc2Cl)CC1	-2	2	-4.2	3	-2	-13	4.6	-1.9	-5	6
Cc1ccc(CNS(=O)(=O)NCc2ccccc2F)cc1	-4	10	0.4	1	8	9	2.0	-0.2	-1	0
O=C(CN(C(=O)CCC(=O)Nc1nccs1)c1cccc(F)c1)NCC1CCCO1 (stereo not given)	1	-1	-3.4	5	0	-19	0.2	-0.7	11	1
COc1ccc(C2C(C(=O)C(C)(C)C)=C(O)C(=O)N2Cc2ccccc2)cc1 (stereo not given)	-9	14	-1.7	20	-4	2	-0.7	-1.5	-3	0
Cc1ccccc1S(=O)(=O)Cc1ccc(C(=O)NCCCN2CCCC(C)C2)o1 (stereo not given)	3	0	2.4	2	-1	46	1.7	-2.7	5	1
CN(Cc1ccccc1)C1CC(=O)N(c2ccc(C(=O)O)cc2)C1=O (stereo not given)	-5	4	-1.1	11	-5	2	-1.3	-3.4	-1	5
COc1ccc(C2NC(=O)N(C)C(C)=C2[N+](=O)[O-])cc1 (stereo not given)	?	5	0.0	11	-1	21	1.0	-0.6	8	0
CCCCOc1ccccc1C(=O)NCCCCCC(=O)O	-1	8	-2.7	-2	2	15	0.5	-1.3	5	1
CC1(c2nnc(Cc3ccccc3)o2)CC(c2cccc([N+](=O)[O-])c2)=NO1 (stereo not given)	-6	9	-1.1	7	-4	/	-2.3	0.4	8	5
Cc1cc(NC(=O)CN2CCCCCCC2)no1	-11	1	-1.2	11	3	28	-1.2	/	-8	3
C#CCOCCOCCOCCNc1nc(N2CCN(C(=O)[C@H]([C@@H](C)O)n3cc(CCCCN)nn3)CC2)nc(N2CCN(C(=O)[C@H](CCCCN)n3cc(CCC(=O)O)nn3)CC2)n1	-7	2	-0.9	2	12	/	3.1	-0.2	-2	-1
Cc1cc(C)c(NC(=O)COc2nncc3ccccc23)c(C)c1	-2	5	-2.2	7	-14	-5	1.5	-2.4	13	1

A few values from above.
In UGM FP inh, CCCCOc1ccccc1C(=O)NCCCCCC(=O)O has 0.5
In MazF activator, CN(Cc1ccccc1)C1CC(=O)N(c2ccc(C(=O)O)cc2)C1=O (stereo not given) has 4
In BoNT-F LC inh, Cc1ccccc1S(=O)(=O)Cc1ccc(C(=O)NCCCN2CCCC(C)C2)o1 (stereo not given) has 3

4 records drawn at random from those above, as already listed:
SMILES	BoNT-F LC inh	MazF activator	FadD28 binding	GDH-TPI inh	Rv3671c protease	VHR inh abs	UGM FP inh	BioA inh	CCHFV vOTU inh	FBA Mtb inh
CC1(c2nnc(Cc3ccccc3)o2)CC(c2cccc([N+](=O)[O-])c2)=NO1 (stereo not given)	-6	9	-1.1	7	-4	/	-2.3	0.4	8	5
COc1ccc(C(=O)Nc2cnc3sc(C)nn3c2=O)cc1	1	1	1.1	-2	4	3	0.4	-0.8	5	0
COc1ccc(C2NC(=O)N(C)C(C)=C2[N+](=O)[O-])cc1 (stereo not given)	?	5	0.0	11	-1	21	1.0	-0.6	8	0
O=C(OCC(=O)N1CCCC1=O)C1CCN(S(=O)(=O)c2c(Cl)cccc2Cl)CC1	-2	2	-4.2	3	-2	-13	4.6	-1.9	-5	6

Limited to UGM FP inh, VHR inh abs and FadD28 binding, for some of the entries so far:
molecule,UGM FP inh,VHR inh abs,FadD28 binding
O=C(Nc1ccc(Cl)cc1)OCc1ccccn1,1.0,18,0.1
CC(NC(=O)Cn1c(=O)oc2cc(S(=O)(=O)N3CCCC3)ccc21)c1ccccc1 (stereo not given),/,5,-4.0

(more compounds)
SMILES	BoNT-F LC inh	MazF activator	FadD28 binding	GDH-TPI inh	Rv3671c protease	VHR inh abs	UGM FP inh	BioA inh	CCHFV vOTU inh	FBA Mtb inh
Cc1c(C#N)c(O)n(C)c(=O)c1N=Nc1ccc(S(N)(=O)=O)cc1	-3	7	3.4	3	/	-14	/	/	10	-21
COc1c(C)cc(Br)cc1C(=O)O	-2	-16	0.3	-5	-7	-18	7.0	-0.8	8	3
O=C(NCCC1=CCCCC1)c1ccc(Cl)c(S(=O)(=O)N2CCCCC2)c1	-4	-15	-1.9	7	-6	15	-2.0	0.0	3	2
COc1ccc(CCNC(=O)CCCc2nnc3n(C)c(=O)c4sccc4n23)cc1OC	-5	1	-0.1	13	0	35	1.1	-0.1	2	4
CCOC(=O)C1CCN(C(=O)CN(Cc2ccccc2)S(C)(=O)=O)CC1	-9	7	-0.3	3	-6	-2	5.4	0.2	-11	2
O=C(CCSCCc1ccccn1)Nc1c(F)c(F)c(F)c(F)c1F	-4	3	0.7	-1	-6	1	-1.2	/	-2	-1
CCOC(=O)Cn1cnc2c(C#N)c3n(c2c1=O)CCCCC3	-30	2	-3.1	9	-3	22	3.4	12	7	1
O=C1[C@H](Cc2ccccc2)NCC=CC[C@H](c2ccc(Cl)cc2)N1Cc1ccc(Cl)cc1	-5	-4	-1.2	1	/	/	/	-0.2	11	-2
COc1ccccc1/C=N/Nc1nncc2ccccc12	-12	7	0.0	21	0	39	0.5	/	7	0
NC(=O)N/N=C/c1c(O)ccc2oc3c(c12)CCCC3	-4	4	-5.3	13	14	25	-3.1	/	0	-3
c1ccc(Cn2c(SCc3cn4cccnc4n3)nnc2-c2ccco2)cc1	0	-1	-2.2	-3	2	24	2.2	23	-12	17
CCOC(=O)C1Nc2ccc(C(F)(F)F)cc2C2c3ccccc3CC12 (stereo not given)	6	-8	-0.4	-8	-10	/	1.8	-1.3	13	2
O=C(NCc1ccccc1)c1cccc(NC(=O)C2CCCC2)c1	1	1	-5.6	0	/	/	/	0.2	-5	-2
Cc1ccc(Nc2nc(/N=C/NO)n[nH]2)cc1C	-2	-18	-0.3	-1	-3	37	-3.0	0.1	22	-1
Cc1ccc(S(C)(=O)=NC(=O)NC(=O)c2c(F)cccc2Cl)cc1 (stereo not given)	7	1	-0.2	1	-1	-9	3.3	/	-11	2
Cc1ccc(S(=O)(=O)Oc2ccc(/C=N/NC(=O)c3nn(C)cc3Cl)cc2)cc1	-1	3	-7.0	-6	-30	45	2.5	/	-7	-1
CCOC(=O)C1CCN(S(=O)(=O)C(F)(F)c2nc3ccccc3s2)CC1	6	-6	-4.5	1	-3	29	0.1	1.3	9	2
C=CCN(c1nc(C)cc(OC)n1)S(=O)(=O)c1ccc(C)cc1	?	8	-3.5	13	-5	12	2.3	0.6	3	2
COc1cccc(NC(=O)CN(C)C(=O)CNC(=O)c2ccc(C)s2)c1	12	7	-2.2	-6	/	/	/	-0.7	7	2
Cc1ccc(C(=O)n2nc(C#N)c(C#N)c2N)cc1	4	1	?	-7	2	-16	-5.4	/	-8	2
COc1ccc(C(=O)NCCc2nnc3ccc(SCC(=O)NCc4ccc(F)cc4)nn23)cc1	-8	-7	-1.9	10	1	-7	0.1	0.3	4	5
CCC1(c2ccccc2)NC(=O)N(CC(=O)NCc2ccc(OC)cc2)C1=O (stereo not given)	-7	6	/	-7	-6	11	0.8	1.3	10	2
CCN1C(=S)N[C@@H](CCc2ccccc2)C(C(=O)OC)=C1C	-13	0	-2.8	-1	0	5	1.7	2.4	11	1
Cc1ccc(NC(=O)c2ccc(N3CCCC3=O)cc2)cc1S(=O)(=O)N1CCCCC1	0	1	-1.8	0	-6	/	0.1	0.4	3	-3
NS(=O)(=O)c1ccc(CCNC(=O)CSc2nc3ccsc3c(=O)n2CC(=O)O)cc1	-2	1	-0.4	8	-3	16	0.3	/	-7	-1
CCOC(=O)C1(CCOc2ccccc2)CCN(Cc2ccc(CO)o2)CC1	-5	4	0.3	8	6	11	-0.6	/	2	5
COC(=O)C(CC(=O)c1cccc(OC)c1)c1ccc(F)cc1 (stereo not given)	-4	-7	0.0	11	1	2	1.7	/	12	-1

3 entries from above in another layout:
Cc1ccc(NC(=O)c2ccc(N3CCCC3=O)cc2)cc1S(=O)(=O)N1CCCCC1
  BoNT-F LC inh: 0
  MazF activator: 1
  FadD28 binding: -1.8
  GDH-TPI inh: 0
  Rv3671c protease: -6
  VHR inh abs: /
  UGM FP inh: 0.1
  BioA inh: 0.4
  CCHFV vOTU inh: 3
  FBA Mtb inh: -3

Cc1cc(NC(=O)CN2CCCCCCC2)no1
  BoNT-F LC inh: -11
  MazF activator: 1
  FadD28 binding: -1.2
  GDH-TPI inh: 11
  Rv3671c protease: 3
  VHR inh abs: 28
  UGM FP inh: -1.2
  BioA inh: /
  CCHFV vOTU inh: -8
  FBA Mtb inh: 3

Cc1cc(C(F)(F)F)nn1CC(=O)Nc1ccc2c(c1)OCO2
  BoNT-F LC inh: -7
  MazF activator: -3
  FadD28 binding: -1.4
  GDH-TPI inh: 0
  Rv3671c protease: 0
  VHR inh abs: 14
  UGM FP inh: 2.0
  BioA inh: -1.2
  CCHFV vOTU inh: -66
  FBA Mtb inh: 1

Screens as filed in PubChem BioAssay.
